# Screening results as filed in PubChem.
# AGP1-GFP MLPCN – alters AGP1-GFP fluorescence in TOR pathway yeast screen; GFP response vs DMSO, % at 10 µM; AID 2066; S. cerevisiae AGP1-GFP multiplex flow cytometry, 3 h; GFP as percent of DMSO wells; 320,000 tested, 0.02% active;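 active means GFP response relative to DMSO above a set limit, near screen average plus 3 SD, cut at about 150% in these data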;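 further: median GFP channel fluorescence of the gated AGP1 strain per well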
# AHR act – activates the human aryl hydrocarbon receptor | P35869 | AID 2796 | AHR-responsive luciferase reporter cells, luminescence | 320,000 tested, 2.5% active | activation, % at 5 µM; in the data active means activation above about 47%;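 further: 0% = vehicle wells and 100% = reference agonist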
# Target sequence (P35869 whole entry, looked up): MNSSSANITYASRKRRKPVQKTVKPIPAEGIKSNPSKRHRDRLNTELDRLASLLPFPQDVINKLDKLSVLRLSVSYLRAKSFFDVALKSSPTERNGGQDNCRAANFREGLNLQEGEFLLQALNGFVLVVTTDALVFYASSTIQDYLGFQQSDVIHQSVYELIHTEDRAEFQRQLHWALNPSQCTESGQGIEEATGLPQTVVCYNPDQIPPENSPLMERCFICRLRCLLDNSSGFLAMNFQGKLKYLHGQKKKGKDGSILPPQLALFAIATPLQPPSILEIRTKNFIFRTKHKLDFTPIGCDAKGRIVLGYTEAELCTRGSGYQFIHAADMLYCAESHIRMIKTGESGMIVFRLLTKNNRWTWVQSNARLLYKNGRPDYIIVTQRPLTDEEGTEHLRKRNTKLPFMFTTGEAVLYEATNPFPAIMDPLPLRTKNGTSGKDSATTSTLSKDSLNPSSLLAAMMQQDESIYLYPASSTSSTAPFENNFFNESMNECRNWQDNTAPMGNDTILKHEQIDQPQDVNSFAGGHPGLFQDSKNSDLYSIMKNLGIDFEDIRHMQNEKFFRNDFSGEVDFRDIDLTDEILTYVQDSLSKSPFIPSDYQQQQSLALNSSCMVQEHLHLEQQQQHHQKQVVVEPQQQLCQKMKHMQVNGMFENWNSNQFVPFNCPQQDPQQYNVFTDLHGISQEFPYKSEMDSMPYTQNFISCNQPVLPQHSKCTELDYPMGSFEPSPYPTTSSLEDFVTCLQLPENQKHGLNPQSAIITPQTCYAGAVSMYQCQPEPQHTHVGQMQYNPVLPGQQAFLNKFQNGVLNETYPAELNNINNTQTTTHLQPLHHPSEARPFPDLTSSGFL
# CR mimetic SO – yeast age-related superoxide inhibition as caloric restriction mimetic | S. cerevisiae aged cells, superoxide DHE fluorescence; stronger effect = lower value | superoxide response (% of plate mean), % at 10 µM | 330,000 tested, 0.18% active;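 active means superoxide response under a set limit, about three screen SD below normal, cut at about 65% in these data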;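 further: yeast aged for seven days with compound at 30 °C before DHE staining; 100% = average MFI of all compound-treated wells on the plate with controls excluded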
# MEP2 TOR yeast – alters MEP2-GFP fluorescence in TOR pathway yeast screen | S. cerevisiae MEP2-GFP strain, flow cytometry GFP, 3 h; 100% = DMSO control level | GFP response vs DMSO, % at 10 µM | 330,000 tested, 0.51% active | AID 2016;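 active means GFP response versus DMSO above a set limit, roughly screen mean plus 3 SD, cut at about 180% in these data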;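 further: median GFP fluorescence of the barcode-gated MEP2-GFP cells per well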
# RPL19A TOR yeast – alters RPL19A-GFP fluorescence in TOR pathway yeast screen; S. cerevisiae RPL19A-GFP strain, flow cytometry, 3 h; stronger effect = lower value; percent response vs DMSO, % at 10 µM; 330,000 tested, 0.3% active;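 active means percent response vs DMSO below 50%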;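 further: median channel GFP fluorescence of the barcoded RPL19A-GFP strain; ratio of sample median GFP to plate DMSO average so 100% = DMSO; lower means less RPL19A-GFP as with rapamycin TOR inhibition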
# Efflux pump inh – antifungal efflux pump inhibition, Nile Red retention; S. cerevisiae Candida pump triplex; inhibition, % at 10 µM; 330,000 tested, 0.44% active; AID 485275;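 active means plate passing quality check with inhibition over a set limit, or well fluorescence over plate mean plus 4 SD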;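 further: Nile Red retained in pooled yeast measured as flow cytometry median fluorescence; 0% = buffer negative control and 100% = Enniatin B positive control; higher means more Nile Red kept so more efflux inhibition; some compounds called inactive have numbers as strong as hits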
# LAP4 TOR yeast – modulators of TOR pathway LAP4-GFP in S. cerevisiae. AID 2023. 320,000 tested, 0.34% active. GFP response vs DMSO, % at 10 µM. S. cerevisiae LAP4-GFP multiplex, flow cytometry GFP, 3 h; median GFP as percent of DMSO wells;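 active means GFP response vs DMSO above a set limit, about the screen mean plus 3 SD, cut at about 150% in these data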
# CIT2 TOR yeast – alters CIT2-GFP fluorescence in TOR pathway yeast screen. S. cerevisiae CIT2-GFP strain, flow cytometry, 3 h; 100 means same as DMSO wells. GFP response vs DMSO, % at 10 µM. 320,000 tested, 0.065% active. AID 2029;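 active means GFP response relative to DMSO above a set limit, near the screen mean plus 3 SD, cut at about 150% in these data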;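 further: ratio of well median GFP fluorescence to mean of DMSO wells on the plate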
# Active calls of the source: *; x = no result given. Rows are unselected, and some 3.9% of all compounds hit somewhere here.
SMILES,AGP1-GFP MLPCN,AHR act,CR mimetic SO,MEP2 TOR yeast,RPL19A TOR yeast,Efflux pump inh,LAP4 TOR yeast,CIT2 TOR yeast
O=C(O)CCc1ccc(S(=O)(=O)NCCc2ccccc2)cc1,112.4,-1.7,102.7,111.0,x,-0.1,106.8,115.9
CCOC(=O)C1CCN(C(=O)CCNC(=O)Cn2cnc3ccccc3c2=O)CC1,100.3,0.2,115.1,80.6,101.3,-0.2,96.9,98.8
CC(=O)OCc1c(C)cc(C)c(/C=C(/C#N)C(N)=O)c1C,103.3,-0.3,103.6,98.1,98.5,-0.1,100.7,98.3
COc1ccc(/C=C(/NC(=O)c2ccccc2)C(=O)NCCN2CCOCC2)cc1OC,100.7,3.4,100.7,94.9,100.3,0.4,95.9,106.2
CCCC(=O)Nc1ccccc1NC(=O)CCC,94.0,17.0,110.4,94.6,99.4,0.1,97.1,89.4
COc1ccc2sc(-c3ccccc3OC)c(C#CCCO)c2c1,93.1,74.4*,102.1,91.4,96.8,-0.4,101.7,92.6
CCn1c(SCCN2CCCCC2)nnc1-c1ccc(S(=O)(=O)N2CCOCC2)cc1,112.8,-0.7,98.4,97.1,97.7,-0.1,103.0,101.2
COc1ccc([N+](=O)[O-])cc1N(CC(=O)NCc1ccco1)S(C)(=O)=O,105.3,-3.0,110.6,102.8,99.1,0.1,100.1,105.7
O=[N+]([O-])c1cc(C(F)(F)F)cc([N+](=O)[O-])c1NCCCN1CCOCC1,111.5,-0.7,107.9,111.0,97.5,0.0,104.3,104.8
Cc1ccc(Cl)c(OCC(=O)OCC(=O)c2ccc[nH]2)c1,108.2,-0.9,86.9,105.5,110.6,0.0,106.4,101.9
CCc1cccc(OCC(=O)Nc2c[nH]c(=O)[nH]c2=O)c1,101.9,1.5,102.3,99.6,102.8,-0.1,96.5,98.9
CSc1nnc(-c2ccccc2N=Cc2c(C)[nH]n(-c3ccc4ccccc4c3)c2=O)c(=O)[nH]1,102.4,22.9,117.1,99.5,99.7,0.0,101.6,98.2
O=C(COc1ccccc1)NS(=O)(=O)c1ccccc1,87.3,0.9,93.2,99.8,91.7,-0.2,72.5,85.0
COc1cc2c(cc1NC(=O)CN1CCN(S(=O)(=O)c3ccc(F)cc3)CC1)oc1ccccc12,104.6,-0.5,112.3,102.8,103.2,-0.1,106.8,108.8
CCOC(=O)[C@H]1[C@H]2COc3ccc(OC)cc3[C@@H]2N2C(=O)CN(Cc3ccc(Cl)cc3)C(=O)[C@@]12C,115.4,-1.1,102.6,103.3,111.6,0.1,111.1,114.8
CCCCn1c(CN2CCN(C(=O)OCC)CC2)nc2c1c(=O)[nH]c(=O)n2C,98.0,-0.6,101.1,102.8,95.5,-0.1,104.7,93.9
CC(=O)Nc1ccc(C(=O)N2CCN(C(=O)c3ccco3)CC2)cc1,102.0,1.5,101.0,104.7,98.7,0.0,99.9,94.7
CCC1CCCCN1C(=O)CSc1nnc(-c2ccc(Cl)cc2)o1 (configuration not stated),104.1,-0.3,89.6,102.9,101.3,0.0,105.0,98.4
O=C(c1sc2ccccc2c1Cl)N1CCN(c2ccccn2)CC1,97.7,0.9,97.2,99.5,103.5,1.0,94.3,95.9
Cc1cc(C)cc(N(CC(=O)Nc2cccc(C)c2C)S(=O)(=O)c2c(C)[nH]c(=O)[nH]c2=O)c1,98.5,-0.9,113.0,99.1,98.9,0.0,93.1,100.1
CCC(C)[C@H](NC(=O)N1CC(=O)Nc2ccccc21)C(=O)N[C@@H](Cc1c[nH]c2ccccc12)C(=O)O (some centres not stated),105.7,9.6,108.7,107.3,101.2,0.0,103.4,100.2
O=C(CSc1cccc2cccc(Cl)c12)NC1=NCCS1,91.9,13.4,108.9,89.9,97.5,0.8,99.9,81.2
CC(=O)c1ccc(CCCC(=O)O)cc1,110.2,-3.6,99.5,103.1,101.8,-0.1,113.5,103.3
Cc1ccc(S(=O)(=O)N2CCC3(CC2)OCCN3S(=O)(=O)c2cccs2)cc1,102.4,2.4,91.7,92.3,92.8,-0.1,116.5,96.5
NNC(=O)CN1C(CN2CCOCC2)=Nc2ccc(Br)cc2C1c1ccccc1 (configuration not stated),106.4,-0.2,98.5,100.7,95.3,0.7,99.5,100.7
O=C(Cn1c(NCCO)nc2ccccc21)NCCc1ccc(F)cc1,102.0,11.6,109.1,100.0,98.8,-0.1,97.4,104.4
Cc1ccc(NC(=O)c2cc(N(C)C)ccc2[P+](=O)O)cc1,101.8,2.5,102.2,105.3,105.7,0.3,100.9,98.5
CCC1C(=O)CC(c2ccc([N+](=O)[O-])cc2)NC1c1ccc([N+](=O)[O-])cc1 (configuration not stated),106.5,-0.2,89.1,109.0,97.0,0.1,101.1,107.3
COC(=O)CSc1nc(NC#N)nc(NC(C)C)n1,100.3,1.5,92.6,95.0,95.2,0.0,119.8,98.8
COc1ccc(CN2CCCCC2C(=O)Nc2ccc(OC)c(OC)c2)cc1OC (configuration not stated),103.4,-1.4,110.8,103.0,98.6,0.0,93.3,100.5
N#Cc1sc(NCc2ccccn2)nc1Cl,96.5,4.8,101.4,105.2,100.2,0.1,92.4,106.0
Cc1cccc(NC(=O)N2CCCC2C(=O)NCc2ccccc2)c1 (configuration not stated),99.4,0.3,100.3,100.3,98.7,-0.1,102.3,99.5
COCCN1C(=O)c2ccc(C(=O)Nc3cccnc3)cc2C1=O,102.3,2.4,94.4,99.3,101.9,0.1,96.9,95.6
CCC(C)n1cnc2c(c1=O)c1nc3ccccc3nc1n2Cc1ccccc1OC (configuration not stated),104.1,-0.8,100.6,121.8,100.5,0.0,100.5,102.0
CN(C)c1ccnc(Oc2ccc(F)cc2)c1C#N,88.0,-1.9,99.0,97.7,88.0,-0.1,100.7,82.3
OC(CNCc1ccccc1Cl)C(F)(F)F (configuration not stated),94.8,-1.6,107.7,97.6,105.1,-0.1,94.8,109.0

# Retrieved one by one from the list above (2):
SMILES,AGP1-GFP MLPCN,AHR act,CR mimetic SO,MEP2 TOR yeast,RPL19A TOR yeast,Efflux pump inh,LAP4 TOR yeast,CIT2 TOR yeast
Cc1ccc(NC(=O)c2cc(N(C)C)ccc2[P+](=O)O)cc1,101.8,2.5,102.2,105.3,105.7,0.3,100.9,98.5
OC(CNCc1ccccc1Cl)C(F)(F)F (configuration not stated),94.8,-1.6,107.7,97.6,105.1,-0.1,94.8,109.0

# (more compounds)
SMILES,AGP1-GFP MLPCN,AHR act,CR mimetic SO,MEP2 TOR yeast,RPL19A TOR yeast,Efflux pump inh,LAP4 TOR yeast,CIT2 TOR yeast
Cc1cccc(C)c1N1CCN(S(=O)(=O)c2ccccc2)CC1,95.3,2.2,102.1,104.7,93.3,0.1,99.3,95.7
COc1ccc(-n2nc(C(=O)O)c3ccccc3c2=O)c(OC)c1,101.8,2.4,95.7,97.5,95.8,0.0,96.0,103.3
CCCn1c2ccccc2c2nnc(SC(CC)C(=O)Nc3sc4c(c3C#N)CCCC4)nc21 (configuration not stated),94.7,5.1,103.4,100.3,100.2,0.2,104.1,92.8
CCn1nccc1C(=O)Nc1cccc(C)c1C,93.4,2.5,98.5,102.2,103.1,0.3,92.5,106.0
CCOC(=O)c1nc(NCc2cccnc2)c2ccccc2n1,93.3,2.8,108.8,101.2,94.0,0.1,100.5,104.7
CCN(C(=O)CSc1nc2ccccc2c(=O)n1Cc1ccc(C)cc1)C1CCS(=O)(=O)C1 (configuration not stated),110.3,-1.9,106.0,99.0,101.2,-0.2,100.2,91.7
Cc1ccc(OCCN2CCCC2)cc1,98.7,-0.5,108.0,100.6,102.7,0.0,94.4,100.1
CC(O)c1cccc(NC(=O)CCCc2ccccc2)c1 (configuration not stated),96.7,3.6,88.8,89.9,97.1,-0.1,98.8,97.7
CCCC(=O)Oc1ccc(C2NC(=O)c3ccccc3O2)cc1 (configuration not stated),106.7,56.4*,100.8,110.5,105.0,-0.1,98.7,107.1
CCOC(=O)Cn1c(C)cc(COC)c(C#N)c1=O,101.5,-0.1,112.8,99.2,101.8,-0.2,89.8,106.9
CCOC(=O)N1CCN(C(=O)c2ccc(Cl)c(S(=O)(=O)N3CCCC3)c2)CC1,104.3,5.6,85.1,102.7,106.6,-0.2,96.5,105.7
CCOc1ccc(NC(=O)CSc2nnnn2-c2ccc(C(N)=O)cc2)cc1,98.4,-0.8,107.0,100.7,94.5,0.0,94.9,93.7
COc1ccccc1/C=C/CN1CCN(Cc2ccc(C)o2)C(CCO)C1 (configuration not stated),92.3,6.6,99.6,97.5,95.3,0.1,88.4,98.9
Cc1cc(-c2nnc(CSc3nnc(NC(=O)c4ccc(C(C)(C)C)cc4)s3)o2)ccc1[N+](=O)[O-],107.4,2.6,108.0,97.9,97.1,0.2,105.5,106.0
O=C(NCCN1CCCC(O)C1)c1cc(COc2c(F)cccc2F)on1 (configuration not stated),102.2,3.7,90.8,105.6,100.6,-0.2,94.0,97.8
CCCCn1c(N)c(N(CCOC)C(=O)C(C)Oc2ccc(Cl)cc2)c(=O)[nH]c1=O (configuration not stated),103.6,0.0,93.8,84.2,95.3,0.2,86.6,91.4
Cc1ccc(Cl)cc1N1CCN(S(=O)(=O)c2ccc3[nH]c(=O)ccc3c2)CC1,100.5,1.4,79.3,99.9,97.7,-0.1,98.2,101.5
O=C(N/N=C/c1ccc(Cl)cc1Cl)c1cccc(N2CCCC2=O)c1,95.6,22.2,101.8,103.5,103.7,0.5,95.4,92.0
Cc1ccc(/C=N/n2c(-c3cccnc3)n[nH]c2=S)s1,92.2,3.1,90.0,96.4,92.1,0.0,93.0,93.1
Cc1c(Cc2ccccc2)c(=O)oc2cc(O)cc(O)c12,99.4,0.5,104.6,102.3,94.2,-0.1,100.8,97.2
CC(C)CC(C(=O)O)N1C(=O)[C@@H]2[C@H](C1=O)[C@@H]1C[C@H]2C(Br)C1Br (some centres not stated),104.0,-0.2,90.8,103.8,104.1,0.0,101.9,104.1
CCN(CCNC(=O)C1CCC(=O)N1Cc1ccc(C)cc1)c1ccccc1 (configuration not stated),105.4,1.7,98.4,99.4,100.2,0.1,105.9,104.3
O=C(NN=Cc1ccc(F)cc1)c1ccccc1NS(=O)(=O)c1cccs1,106.2,3.2,103.4,100.8,107.6,-0.1,103.9,103.3
O=C(CNC(=O)c1ccc(S(=O)(=O)N2CCCC2)cc1)N/N=C/c1ccccc1Cl,96.9,0.4,113.8,96.2,108.8,0.5,84.7,106.5
Cc1ccc(-c2csc3ncn(Cc4ccc(C(=O)O)cc4)c(=O)c23)cc1C,127.2,5.3,93.4,229.8*,92.2,0.1,131.1,90.9
Cc1ccc(-c2nc3ccccc3c(=O)n2-c2c(C)n(C)n(-c3ccccc3)c2=O)cc1,111.5,-2.3,102.0,105.0,103.0,0.2,107.8,97.2

# Grouped by structure, the entries above containing a thiophene ring, fused or not
SMILES,AGP1-GFP MLPCN,AHR act,CR mimetic SO,MEP2 TOR yeast,RPL19A TOR yeast,Efflux pump inh,LAP4 TOR yeast,CIT2 TOR yeast
COc1ccc2sc(-c3ccccc3OC)c(C#CCCO)c2c1,93.1,74.4*,102.1,91.4,96.8,-0.4,101.7,92.6
O=C(c1sc2ccccc2c1Cl)N1CCN(c2ccccn2)CC1,97.7,0.9,97.2,99.5,103.5,1.0,94.3,95.9
Cc1ccc(S(=O)(=O)N2CCC3(CC2)OCCN3S(=O)(=O)c2cccs2)cc1,102.4,2.4,91.7,92.3,92.8,-0.1,116.5,96.5
CCCn1c2ccccc2c2nnc(SC(CC)C(=O)Nc3sc4c(c3C#N)CCCC4)nc21 (configuration not stated),94.7,5.1,103.4,100.3,100.2,0.2,104.1,92.8
Cc1ccc(/C=N/n2c(-c3cccnc3)n[nH]c2=S)s1,92.2,3.1,90.0,96.4,92.1,0.0,93.0,93.1
O=C(NN=Cc1ccc(F)cc1)c1ccccc1NS(=O)(=O)c1cccs1,106.2,3.2,103.4,100.8,107.6,-0.1,103.9,103.3
Cc1ccc(-c2csc3ncn(Cc4ccc(C(=O)O)cc4)c(=O)c23)cc1C,127.2,5.3,93.4,229.8*,92.2,0.1,131.1,90.9
